High-throughput results as filed in PubChem BioAssay.
CDK5 inh – blocks human CDK5/p35 kinase activity. inhibition, % at 10 µM. Q00535+Q15078. Recombinant CDK5/p35, ADP-Glo luminescence, 60 min. 330,000 tested, 0.01% active;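 active means highest replicate inhibition of at least 50% and at least 75% of replicates reaching 50%; inconclusive means only one of the two criteria met; inactive means both criteria failed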;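 further: plate controls were DMSO neutral control for no effect and GW8510 at 10 µM for full effect; many of its hits are not listed in these tables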
dFosB activator – mouse delta FosB homodimer activation; purified delta FosB, TAMRA-CDK5 oligo fluorescence polarization; percent of positive-control signal above neutral wells; P13346; activation, % at 25 µM; 340,000 tested, 0.99% active;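 active means mean activation above about 17%, with every replicate also reaching it, limit read from the data, passing the limit was not always enough; inconclusive means only one of the two conditions met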;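 further: fluorescence polarization rise as delta FosB binds a TAMRA Cdk5 AP-1 oligo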
SR-BI DiI inh – blocks mouse SR-BI lipid uptake from DiI-HDL; Q61009; ldlA[mSR-BI] CHO cells, DiI-HDL uptake fluorescence, 3 h; inhibition, % at 12.5 µM; 320,000 tested, 0.96% active;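 active means mean replicate inhibition of at least 70% and a set share of replicates each scoring 70 or more; inconclusive means meets just one of the two criteria; inactive means fails both criteria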;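 further: 0% = median of neutral control wells and 100% = median of positive control wells; values of inactives mirror those of a sister screen read the other way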
Target sequence (Q61009 whole entry, looked up): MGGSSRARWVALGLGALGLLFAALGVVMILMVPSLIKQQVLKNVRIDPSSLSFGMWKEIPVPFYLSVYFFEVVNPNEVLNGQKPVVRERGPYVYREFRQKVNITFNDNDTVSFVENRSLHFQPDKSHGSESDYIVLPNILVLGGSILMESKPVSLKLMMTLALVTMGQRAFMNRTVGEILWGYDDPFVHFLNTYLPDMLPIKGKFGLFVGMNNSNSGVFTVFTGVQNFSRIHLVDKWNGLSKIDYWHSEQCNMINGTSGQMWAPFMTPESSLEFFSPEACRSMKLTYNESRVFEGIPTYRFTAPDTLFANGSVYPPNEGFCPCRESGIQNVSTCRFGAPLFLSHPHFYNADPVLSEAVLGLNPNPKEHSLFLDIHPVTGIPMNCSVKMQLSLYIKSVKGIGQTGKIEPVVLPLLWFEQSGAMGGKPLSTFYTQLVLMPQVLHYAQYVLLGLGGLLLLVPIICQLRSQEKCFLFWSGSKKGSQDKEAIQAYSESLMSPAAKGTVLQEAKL
cardiac RTF act – cardiac RTF calcium sensitization; P19429+P45379; IANBD-labeled TnC RTF fluorescence at EC20 calcium; 0% EC20 calcium, 100% full calcium; activation, % at 7.2 µM; 340,000 tested, 0.24% active;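 active means activation above the mean over all tested compounds plus 3 SD, cut at about 30% in these data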;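 further: rise in fluorescence read as greater calcium sensitivity of cardiac thin filaments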
HTR5A ag – activates human HTR5A in OPRM1-OPRD1 agonist counter-screen; 340,000 tested, 0.61% active; activation, % at 9.3 µM; HTR5A agonist assay, luminescence, cell-based; AID 504692; in the data active means activation mostly above about 9.5%, no sharp cut-off; inactive means mostly below about 7.6%;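 further: 0% = cells with vehicle only and 100% = reference agonist; strong numbers were not always called active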
Target sequence (P47898 whole entry, looked up): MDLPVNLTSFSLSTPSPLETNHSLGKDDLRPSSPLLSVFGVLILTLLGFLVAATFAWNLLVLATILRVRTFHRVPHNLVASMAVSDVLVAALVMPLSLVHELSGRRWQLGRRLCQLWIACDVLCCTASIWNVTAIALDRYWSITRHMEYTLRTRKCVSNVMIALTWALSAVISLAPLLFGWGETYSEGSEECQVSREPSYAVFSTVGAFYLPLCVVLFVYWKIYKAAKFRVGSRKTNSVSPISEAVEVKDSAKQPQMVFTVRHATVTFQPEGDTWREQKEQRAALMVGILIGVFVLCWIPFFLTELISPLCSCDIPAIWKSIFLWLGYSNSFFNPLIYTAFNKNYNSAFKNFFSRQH
Rtt109 HAT inh – C. albicans Rtt109 histone acetyltransferase inhibition; Q5AAJ8; purified Rtt109/Vps75, ThioGlo CoA-SH fluorescence, 4 h; inhibition, % at 34.9 µM; 330,000 tested, 0.16% active; AID 540336;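 active means inhibition of at least 50% in every replicate; inconclusive means best replicate reaches 50% inhibition but some replicates fall short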
Wnt act – Wnt/beta-catenin pathway activation | Wnt/beta-catenin reporter cell assay, activator, plate reader | activation, % at 9.35 µM | AID 743398 | 300,000 tested, 1.2% active; in the data active means activation above about 30%, passing the limit was not always enough; inconclusive means no clear call, values can overlap the other calls;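 further: 0% = neutral control wells and 100% = positive control wells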
MITF act – increases MITF-driven TRPM1 promoter luciferase signal. SK-MEL-5 TRPM1-promoter luciferase, 24 h; % of positive control, neutral wells = 0. activation, % at 12.5 µM. 300,000 tested, 0.75% active. AID 588334;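 active means mean activation of at least 80% with every replicate also reaching 80%; inconclusive means mean reaches 80% but some replicate falls short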;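 further: 0% = neutral control wells and 100% = parthenolide positive control wells; values of inactives mirror those of a sister screen read the other way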
SR-BI uptake up – SR-BI HDL lipid transfer activation; 320,000 tested, 0.096% active; CHO ldlA[mSR-BI] cells, DiI-HDL uptake fluorescence, 3 h; 100 = double the neutral-control signal; AID 504775; activation, % at 12.5 µM;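 active means mean replicate activation of at least 60% and every replicate at or above 60%; inconclusive means mean or all-replicate condition met, but not both; inactive means mean below 60% and not all replicates reaching 60%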;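 further: 0% = median plate neutral-control signal and 100% = twice that signal; values of inactives mirror those of a sister screen read the other way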
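Test system: SR-BI-overexpressing, LDLR-lacking CHO cells; Also added: labelled HDL, 10 µg/mL; Measured by: bottom-read cell fluorescence after medium removal, ex 550/em 595 nm; Timing: 3 h uptake period with compound, 37 °C; Buffer or medium: F12, 0.5% BSA, 25 mM HEPES; Doses: single compound concentration, delivered by pin transfer.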
PvdQ inh – blocks Pseudomonas aeruginosa PvdQ acylase activity | purified PvdQ acylase, fluorescence plate reader | inhibition, % at 10 µM | 340,000 tested, 0.063% active | AID 488965; in the data active means inhibition above about 30%, passing the limit was not always enough; inconclusive means no clear call, values can overlap the other calls;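 further: 0% = vehicle neutral wells and 100% = reference inhibitor wells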
The depositor's hits bear a star; ? = inconclusive; . = not tested or not shown; & = joins results of further samples. This is a random part of the collection. About 4.4% of those tested had a hit in this group.

SMILES	CDK5 inh	dFosB activator	SR-BI DiI inh	cardiac RTF act	HTR5A ag	Rtt109 HAT inh	Wnt act	MITF act	SR-BI uptake up	PvdQ inh
Cc1ccc(S(=O)(=O)CC(=O)Nc2nc3ccc(S(N)(=O)=O)cc3s2)cc1	.	-1.1	-5.6	-1.3	-2.4	0.8	-4.6	3.5	5.6	-9.4
CC(=O)Nc1ccc(N/C=C/C(=O)c2ccc(C)cc2)cc1	0.6	-0.3	14.6	-3.9	2.4	10.1	11.5	53.5	-14.6	8.6
CCCCCCNC(=O)Cc1c(O)c2ccccc2[nH]c1=O	2.4	-0.8	-30.4	0.6	1.9	-2.0	1.2	9.6	30.4	-4.3
COC(=O)/C=C1\N/C(=N\c2nc(C)cc(C)n2)N(c2ccc(C)cc2)C1=O	-0.1	-0.4	-6.5	4.4	-5.5	-0.3	12.4	-11.1	6.5	-0.9
CC(C)CC1Nc2ncnc(N3CCOCC3)c2N(Cc2ccc(Cl)cc2)C1=O (stereo not drawn)	0.7	0.5	0.6	2.4	2.6	5.8	-0.3&-0.7	-12.4	-0.6	-1.9
COc1ccc(NC(=O)Cn2nc(C(=O)O)c3ccccc3c2=O)cc1OC	-0.9	3.0	.	1.2	-1.1	-2.9	-2.4	-2.2	.	1.0
O=C(O)CCc1ccc(-c2ccc(Cl)cc2)n1Cc1ccco1	3.4	-1.5	12.9	-3.1	3.4	.	-5.7	-6.9	-12.9	-7.5
Cc1cc2nc(-c3ccco3)cc(C(F)(F)F)n2n1	-0.6	-5.0	10.2	-7.3	2.1	0.9	-4.2	8.2	-10.2	-3.3
COC(=O)N/N=C/c1ccc([N+](=O)[O-])o1	0.6	-1.7	-9.2	-1.4	7.0	6.8	.	.	9.2	8.1
CCn1c(CCCc2ccc(OC)c(C)c2)n[nH]c1=S	-2.1	-0.5	33.3	4.7	-0.6	-1.0	-0.8	-3.3	-33.3	-7.3
CCOc1ncccc1C(=O)Nc1nc(SC)ns1	1.1	-19.2	-7.2	1.1	0.0	-11.2	8.2	33.0	7.2	12.0
O=C(CN1CCN(Cc2ccccc2)CC1)NC(=O)NC1CCCCC1	-0.2	1.2	3.5	2.9	4.8	-7.1	-3.2	-3.0	-3.5	-3.8
Cc1cccc(-c2nc3c(c(=O)c4ccccc4n3C)c(=O)n2-c2ccccc2)c1	0.2	-7.8	7.8	-3.3	6.4	-6.6	0.4	.	-7.8	-3.0
C=CCNC(=O)CC1C(=O)NCCN1Cc1ccc(-c2ccccc2)cc1 (stereo not drawn)	4.9	-1.1	-2.4	-3.8	-7.3	.	-8.0	3.9	2.4	-6.6
Nc1cnn(Cc2ccccc2F)c1	-0.1	-2.0	-13.2	-0.9	6.1	.	-0.6	-3.6	13.2	-9.1
COc1ccc(/C=N/NC(=O)CN2CCN(Cc3ccccc3)CC2)cc1Br	1.1	-3.4	17.8	1.3	3.6	5.2	-2.0	.	-17.8	-12.7
Cc1ccc(C)c(N(CC(=O)NCc2ccco2)C(=O)CCC(=O)Nc2ccccn2)c1	0.4	-5.9	-3.1	1.2	0.3	5.5	-2.5	-6.6	3.1	-14.8
COc1cc(NC(=S)NC(=O)c2ccccc2F)ccc1NC(=O)c1ccco1	-1.9	0.7	56.1	-0.1	7.7	-13.5	1.6	-7.3	-56.1	-1.9
Cc1ccc2nsnc2c1NC(=O)CCc1ccccc1	-0.1	-1.2	19.2	-4.8	-1.9	-1.4	6.0	2.6	-19.3	-12.9
COc1ccccc1Cc1nc(-c2ccncc2)no1	-0.7	-8.1	-0.4	5.2	-0.5	-1.0	0.4	20.4	0.4	-5.5
Cc1cc(OCCCN2CCCC2)ccc1Cl	1.4	-1.3	-9.5	-8.2	-0.1	-2.2	4.1	.	9.5	-2.0
Cc1cccc2cc(CN(C(=S)NCC(C)C)C3CCCC3)c(=O)[nH]c12	0.0	-6.2	6.6	-0.3	1.0	22.3	-0.6	-5.4	-6.6	7.6
O=C(N/N=C/c1cccnc1)c1cc(-c2ccccc2Cl)nc2ccccc12	0.6	-10.4	11.6	-2.2	-1.7	4.9	-1.7	1.7	.	-12.1
O=C(CCN1CCN(CCO)CC1)Nc1ccc(C2CCCC2)cc1	2.0	-10.7	-17.6	0.2	-3.1	.	-4.5	-5.8	17.6	-9.8
CCCCn1c(N)c(N(Cc2ccccc2OC)C(=O)CN2C(=O)NC(C)(c3ccccc3)C2=O)c(=O)[nH]c1=O (stereo not drawn)	0.8	-1.5	1.3	-5.4	-3.3	-0.9	-0.1	11.3	-1.3	-6.2

Filtered by structure, the compounds so far with a Cl atom.
SMILES	CDK5 inh	dFosB activator	SR-BI DiI inh	cardiac RTF act	HTR5A ag	Rtt109 HAT inh	Wnt act	MITF act	SR-BI uptake up	PvdQ inh
CC(C)CC1Nc2ncnc(N3CCOCC3)c2N(Cc2ccc(Cl)cc2)C1=O (stereo not drawn)	0.7	0.5	0.6	2.4	2.6	5.8	-0.3&-0.7	-12.4	-0.6	-1.9
O=C(O)CCc1ccc(-c2ccc(Cl)cc2)n1Cc1ccco1	3.4	-1.5	12.9	-3.1	3.4	.	-5.7	-6.9	-12.9	-7.5
Cc1cc(OCCCN2CCCC2)ccc1Cl	1.4	-1.3	-9.5	-8.2	-0.1	-2.2	4.1	.	9.5	-2.0
O=C(N/N=C/c1cccnc1)c1cc(-c2ccccc2Cl)nc2ccccc12	0.6	-10.4	11.6	-2.2	-1.7	4.9	-1.7	1.7	.	-12.1

New compounds follow:
SMILES	CDK5 inh	dFosB activator	SR-BI DiI inh	cardiac RTF act	HTR5A ag	Rtt109 HAT inh	Wnt act	MITF act	SR-BI uptake up	PvdQ inh
Cc1ccc(NC(=O)CCNC(=O)c2ccc(Cl)cc2)cc1F	2.6	14.3	-1.0	4.1	-2.0	-3.3	-3.1	-0.7	1.0	-22.8
CCC1=C(OC(=O)N(CC)CC)N2C(=O)OC(=NCC(=O)OC)[C@]2(Cc2ccccc2)[C@H]2C1=CC[C@H]1C(=O)N(c3ccccc3)C(=O)[C@H]12	0.4	-8.4	-26.9	5.8	-3.3	9.8	2.1	7.6	26.9	2.2
COc1ccc(C(C)=O)cc1COC(=O)c1cnc(Cl)c(Cl)c1	0.7	-3.6	1.5	1.3	3.7	-9.8	0.7	-5.4	-1.5	-8.5
CC(=O)Nc1nc2ccccc2[nH]1	0.1	-2.4	-9.0	0.8	-0.4	1.2	0.0	-5.1	9.0	-6.4
COc1ccccc1N1CC(C(=O)Nc2nnc(SCc3ccccn3)s2)CC1=O (stereo not drawn)	0.5	0.7	-2.2	-0.2	5.7	3.3	-3.5	-3.7	2.2	2.6
CCc1ccc(N=C2NC(=O)/C(=C/c3cc(OC)c(OC)c(OC)c3)S2)cc1	-3.6	-0.5	-4.1	-2.1	4.2	9.9	3.9	.	4.1	0.5
Brc1ccc(-c2nnc(-c3cccc(Br)c3)o2)cc1	0.5	-1.5	-1.2	1.6	-1.0	-6.1	.	77.8	1.2	6.0
NNC(=O)CCc1c[nH]c2ccccc12	-0.4	-4.3	6.7	3.0	6.2	2.4	.	.	-6.7	-14.1
CCOc1ccc(-n2c(SCC(=O)Nc3ccc(CC)cc3)nc3n[nH]c(C)c3c2=N)cc1	-0.9	?	13.8	-4.2	17.4*	1.4	.	8.3	-13.8	-15.9
COc1cccc(C2/C(=C(\O)c3ccc4c(c3)OCCO4)C(=O)C(=O)N2Cc2cccnc2)c1 (stereo not drawn)	-1.3	2.7	-2.2	8.9	1.5	-1.1	2.9	6.2	2.2	-23.8
COc1cccc(CN2CC(C(=O)NCCN3CCOC3=O)CCC2=O)c1 (stereo not drawn)	-4.3	-4.0	-27.2	1.4	3.3	-2.9	-0.8	-2.5	27.2	-4.8
Cc1cccc(C)c1NC(=O)CNC(=O)c1ccc(NS(=O)(=O)c2ccc3[nH]c(=O)[nH]c3c2)cc1	-0.1	12.0	-19.9	0.2	5.6	-0.5	-1.2	5.0	19.9	3.7
CC(C(=O)N1CCc2ccccc21)N(C)CC(=O)Nc1ccc(F)cc1 (stereo not drawn)	-0.6	-5.1	11.2	-5.9	1.4	-13.3	2.3	13.5	-11.2	-12.2
CCOc1ccc(/C=C2\NC(=S)NC2=O)cc1	4.2	-12.3	.	3.0	6.5	.	-1.2	-0.3	.	8.1
O=C(CN1CCN(c2ccccc2)CC1)N1CCN(c2ccccc2)CC1	-1.1	-5.3	25.4	3.7	0.4	7.2	-0.2	-3.8	-25.4	6.3
O=c1c2ccccc2nnn1Cc1ccccc1Cl	-1.3	2.7	2.9	-0.6	-0.1	6.7	-0.9	20.5	-2.9	27.4
O=C(Nc1ccc(Cl)c(S(=O)(=O)N2CCOCC2)c1)c1ccccn1	1.5	-14.6	1.6	7.8	2.6	3.1	-1.6	-0.4	-1.6	10.2
O=C(Cn1c(COc2ccccc2)nc2ccccc21)Nc1cc(Cl)ccc1Cl	1.6	4.5	9.2	0.7	.	-3.0	-1.9	-1.2	-9.2	1.6
CC(=O)Nc1ccc(OCC(O)Cn2ccnc2C)cc1 (stereo not drawn)	-3.1	-0.4	-16.8	3.1	4.2	0.9	-0.2	-11.6	16.8	-15.3
COc1cc2[nH]cc(C(=O)NCc3ccccc3)c(=O)c2cc1OC	-3.0	-49.1	20.4	-8.1	-1.2	1.9	0.5	-5.7	-20.4	-5.7
C/C(=N\NC(=O)CCC(=O)Nc1ccc(C)c(C)c1)c1cccs1	-2.0	-4.7	3.1	-1.3	-1.8	5.7	-2.8	0.8	-3.1	4.7
COC(=O)c1ccc2c(=O)n(CCN3CCOCC3)c(SCC(=O)Nc3cccc(OC)c3)nc2c1	1.2	-31.6	-1.2	-0.7	-2.7	6.3	0.5	8.0	1.2	-11.3
CCc1nc2ccc(C(=O)N(CC)CC(=O)Nc3c(F)cccc3F)cc2nc1CC	-0.5	-8.0	-13.0	4.0	7.7	0.5	0.8	.	13.0	18.4
Cc1cc2c(cc1C)CSC(c1ccc(O)cc1)SC2	-1.5	2.1	-7.9	7.8	5.6	28.4	-0.7	1.2	7.9	11.4
NNc1cccc(C=Cc2ccccc2)cc1=O	1.0	-11.3	16.6	9.3	0.4	9.2	0.3	-5.1	-16.6	-12.1
CCOc1ccc(-c2noc(-c3cccnc3)n2)cc1OC	-1.6	-29.4	-6.3	-4.2	6.4	5.2	10.0	51.5	6.3	6.5
O=C(NC1CCN(C(=O)NC2CCCCC2)CC1)c1ccco1	0.2	3.4	-3.6	3.8	-1.7	-16.8	-3.2	12.9	3.6	-18.9
O=C(CCN1C(=O)C2C3CCC(C3)C2C1=O)OCC(=O)c1cccc([N+](=O)[O-])c1 (stereo not drawn)	0.1	0.0	-14.3	1.2	0.2	-8.1	-1.0	14.3	14.3	-5.0
Cc1cccc(NC(=O)c2sc3nc4c(c(-c5cccs5)c3c2N)CN(C)CC4)c1	0.0	-12.7	82.8*	4.8	0.8	13.6	.	13.6	-82.8	-4.4
